# Screens (PubChem)
# Glioma ERSR ind = qHTS for Inducers of the Endoplasmic Reticulum Stress Response (ERSR) in Human Glioma: qHTS; U87-MG GRP78 promoter luciferase reporter, 16 h; Potency, µM, for inactives: top-dose activation, hits mostly activators; 420,000 compounds, 0.02% hits; AID 602332, 2012; active = well fitted activation curve with a large enough effect; also: series mostly up to about 76 µM; % of control where 0% means no effect; nearly all actives have a fitted effect of over 35% in size
#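 Stably transfected U87-MG glioma cells carrying a GRP78-based luciferase sensor; 16 h compound incubation. Luminescence end-point read 10 min after Bright-Glo addition at room temperature.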
# * hit, by the source's call; & = joins results of further samples. Potency is read from the fitted curve at half-maximal effect. An excerpt; the hit share may differ from the screen's.
SMILES,Glioma ERSR ind
CCNc1ncc2nc(-c3cccs3)c(=O)n(-c3ccccc3)c2n1,-3%
COc1ccc2c(c1)OCC(Cc1ccc(OC)c(OC)c1)C2O (configuration not stated),-4%&-2%
COc1ccc(CNc2nc(-c3ccc(N(C)C)cc3)nc3ccccc23)c(OC)c1,-9%
Cc1cccc(CNc2cc(-c3ccc(N(C)C)cc3)ncn2)c1,4%
CCCCCCCCCCN1CCOCCOCCN(CCCCCCCCCC)CCOCCOCC1,-6%
Cc1ccccc1-c1cc(N(C)C)ncn1,0%
CC(=O)C[C@@H](c1ccccc1)c1c(O)c2ccccc2oc1=O,-2%
Fc1ccc(Nc2ncnc3ccc(-c4ccoc4)cc23)cc1,-1%
CON(C)C(=O)c1nnc2c(n1)[nH]c1ccccc12,-1%
CSCC[C@H](NC(=O)[C@H](CC(C)C)NC(=O)CCNC(=O)[C@@H](NC(=O)[C@H](Cc1ccccc1)NC(=O)[C@H](CO)NC(=O)[C@@H](N)CC(=O)O)C(C)C)C(N)=O,1%
CCC1(C2CCN(C(=O)c3cc(C)cc(C)c3)CC2)NC(=O)N(CCc2scnc2C)C1=O (configuration not stated),-4%
COc1ccc(C(=O)NCC2Cc3cccc(-c4ccc(S(C)(=O)=O)cc4)c3O2)c(OC)n1 (configuration not stated),-3%
COc1ccc(C(=O)N2CCC[C@@]3(CCN(Cc4cc(C(F)(F)F)cc(C(F)(F)F)c4)C3)C2)cc1,-5%
CCOC(=O)C(=O)C1(C(=O)OCC)Oc2cc(OC)cc(OC)c2C(=O)C1c1ccccc1 (configuration not stated),-1%
COc1ncc2nc(-c3ccccc3)c(=O)n(C3CC3)c2n1,-1%

# 5 entries picked at random from those above:
SMILES,Glioma ERSR ind
Cc1cccc(CNc2cc(-c3ccc(N(C)C)cc3)ncn2)c1,4%
CSCC[C@H](NC(=O)[C@H](CC(C)C)NC(=O)CCNC(=O)[C@@H](NC(=O)[C@H](Cc1ccccc1)NC(=O)[C@H](CO)NC(=O)[C@@H](N)CC(=O)O)C(C)C)C(N)=O,1%
COc1ccc(CNc2nc(-c3ccc(N(C)C)cc3)nc3ccccc23)c(OC)c1,-9%
COc1ccc2c(c1)OCC(Cc1ccc(OC)c(OC)c1)C2O (configuration not stated),-4%&-2%
CCCCCCCCCCN1CCOCCOCCN(CCCCCCCCCC)CCOCCOCC1,-6%

# An excerpt of these results, with bars between the fields:
molecule | Glioma ERSR ind
Cc1ccccc1-c1cc(N(C)C)ncn1 | 0%
CC(=O)C[C@@H](c1ccccc1)c1c(O)c2ccccc2oc1=O | -2%
Fc1ccc(Nc2ncnc3ccc(-c4ccoc4)cc23)cc1 | -1%
CON(C)C(=O)c1nnc2c(n1)[nH]c1ccccc12 | -1%
CSCC[C@H](NC(=O)[C@H](CC(C)C)NC(=O)CCNC(=O)[C@@H](NC(=O)[C@H](Cc1ccccc1)NC(=O)[C@H](CO)NC(=O)[C@@H](N)CC(=O)O)C(C)C)C(N)=O | 1%

# Next section:
SMILES,Glioma ERSR ind
CS(=O)(=O)N1CCC[C@@]2(CCN(c3ccncc3)C2)C1,-3%
COCCn1c(=O)cnc2cnc(Nc3cccc(OC)c3)nc21,-6%
COc1ccc(-n2c(CNC(=O)c3ccc(OC)cc3OC)nnc2SC)cc1,-2%
C/C(CCN1CCCCc2nc(C)c(C)cc21)=N\OC[C@@H](C)[C@H](OCc1ccccc1)C(C)C,-2%
COC(=O)C1CCCCN1Cc1ccc2c(c1)CN(Cc1cc(OC)c3c(c1)OCO3)CCO2 (configuration not stated),0%
Cc1c(C(=O)NC2CCCCC2)sc2ncnc(NCCN(C)C)c12,-3%
CC(C)(C)N1C(=O)[C@H]2[C@@H]3[C@H](O)C=CC(=O)[C@H]3CC[C@H]2C1=O,-5%
COc1ccc(-n2c(=O)c(-c3ccc(F)cc3)nc3cnc(N4CCOCC4)nc32)cc1,-5%
CC(C)(C)NC[C@@H](O)c1ccc(O)c(CO)n1,-3%
O=C(NCCc1nnc2n1CCN(Cc1ccc(F)cc1)CC2)c1ccc(F)cc1,-4%
COC(=O)c1ccccc1-c1cc(C)cc2c1OC(CNC(=O)c1cc(C)on1)C2 (configuration not stated),5%
C#CCCCO/N=C1/C[C@@H](O)[C@@H](O)[C@@H]2[C@@H]3C(=O)N(CCC(=O)OCC)C(=O)[C@H]3CC[C@H]12,-3%
CC(C)CN1CC[C@@]2(CCCN(S(=O)(=O)c3ccccc3)C2)C1,-4%
N[C@H](C(=O)O)[C@H]1C[C@H]1C(=O)O,2%
COc1ccccc1CN1CC[C@@]2(CCCN(C(=O)c3cccn3C)C2)C1,-2%
COc1ccc2c(C(=S)N(C)CC(=O)O)cccc2c1C(F)(F)F,-2%
COc1ccc(-n2c(=O)c(-c3ccc(F)cc3)nc3cnc(OC)nc32)cc1,-5%
C=CC(=O)O,-3%
CC(C)=CCC/C(C)=C/CC/C(C)=C/CSCC(=O)O,-3%&-4%
COc1ccccc1C(=O)N1CCCC(c2nc(SCCN3CCOCC3)ncc2C)C1 (configuration not stated),-6%
COc1ccc(CNc2ncncc2-c2ccccc2OC)c(OC)c1,-3%
Cc1nc2cnc(Nc3ccccc3)nc2n(CCC#N)c1=O,-2%
CO[C@H]1COC(=O)CCC[C@H](C)[C@@H](OC)COC(=O)C/C=C\[C@@H]1C,-4%
Cc1ccccc1-c1nc(NC2CCNCC2)c2ccccc2n1,-2%
COCCc1ccc(OC[C@H](O)CNC(C)C)cc1,-2%
COC(=O)[C@@H]1CCCN1C(=O)c1c(OC)cc(=O)n2c1CCN(Cc1ccc3c(c1)CCO3)CC2,-3%
COc1cccc(-c2cc(=O)c3cc(NC(=O)c4ccc(C)cc4)ccc3[nH]2)c1,-2%
COC(=O)CC1C(C)(C)C(OC(C)=O)C2[C@H](OC(C)=O)[C@]34O[C@]2(O)[C@]1(C)C3CC[C@]1(C)C4=CC(=O)OC1c1ccoc1 (some centres not stated),-1%
CC[C@H](C)[C@H](NC(=O)[C@H](Cc1ccc(O)cc1)NC(=O)[C@@H](NC(=O)[C@H](CCCNC(=N)N)NC(=O)[C@@H](N)CC(=O)O)C(C)C)C(=O)N[C@@H](Cc1cnc[nH]1)C(=O)N1CCC[C@H]1C(=O)N[C@@H](Cc1ccccc1)C(=O)N[C@@H](Cc1cnc[nH]1)C(=O)N[C@@H](CC(C)C)C(=O)N[C@@H](CC(C)C)C(=O)N[C@H](C(=O)N[C@@H](Cc1ccc(O)cc1)C(=O)N[C@@H](CO)C(=O)O)C(C)C,-8%
O=C(Cl)CCCCCCCC(=O)Cl,7%
Nc1ncnc2c1c(I)cn2C1OC(CO)C(O)C1O (configuration not stated),-6%&-4%&-8%&-3%
CC(=O)NCCNc1ncnc2ccc(-c3c(C)noc3C)cc12,9%
O=C(CN1Cc2ccccc2OC(c2ccsc2)C1)NCC1OCCc2ccccc21 (configuration not stated),-2%
CNc1nc(Cl)nc2c1ncn2CC(COC(=O)C(C)(C)C)COC(=O)C(C)(C)C,-1%
CCC(N)(C(=O)O)c1ccc(C(=O)O)cc1 (configuration not stated),0%
CCCCCCCCCCCCCCCCOCC(CO)OC (configuration not stated),-3%
N#Cc1cccc(NC(=O)N2CC3(CCN(C(=O)c4cccc(F)c4)CC3)C2)c1,-3%
O=S(=O)(O)c1ccc(Nc2ncnc3c2ncn3[C@@H]2O[C@H](CO)[C@@H](O)[C@H]2O)cc1,-1%
CN(C)C(=O)c1ccc(-c2ccc3ncnc(NCc4cccnc4)c3c2)cc1,-6%
CC1CCCCN1CCCOC(=O)c1ccccc1 (configuration not stated),-1%
CO[C@]1(NC(=O)CSCC#N)C(=O)N2C(C(=O)O)=C(CSc3nnnn3C)CS[C@H]21,-5%
C=CCOc1ccc(CC(=O)O)cc1Cl,-1%&-3%
O=C(c1cccnc1)C1CCCN(Cc2ccc3c(c2)CN(C(=O)c2cn4ccccc4n2)CCO3)C1 (configuration not stated),-6%
CN(C)C(=O)c1ccc(-c2ccc3ncnc(N(C)C)c3c2)cc1,0%
CCC(=O)[C@]12O[C@@]3(C4C(=O)OCCC41)N(CC)C(C)=C(C(=O)OC)C(c1ccccc1)N3C2=O (some centres not stated),-5%
COC(=O)C[C@H](NC(=O)[C@H](C)NC(=O)[C@@H](NC(=O)OCc1ccccc1)C(C)C)C(=O)CF,1%
C[C@@H]1CCc2cc(F)cc3c(=O)c(C(=O)O)cn1c23,0%
Cc1ccccc1OC1C=CC(C#Cc2ccc(Br)cc2)OC1CO (configuration not stated),-6%
C[C@H](CCC(=O)O)[C@H]1CC[C@@H]2[C@H]3[C@@H](C[C@@H](O)[C@]21C)[C@]1(C)CC[C@H](O)C[C@@H]1C[C@@H]3O,-5%
CC(=O)OC1CC[C@@]2(C)C(CC[C@@]3(C)C2CC=C2C4CC(C)(C)CC[C@]4(C)CC[C@@]23C)C1(C)C (some centres not stated),-4%
COc1ccc2c(c1)[C@@]1(C)CCC[C@](C)(CO)C1CC2 (some centres not stated),-1%
CCCCC(C)/C=C(C)/C=C(\C)C(=O)NC1=CC(O)(/C=C/C=C/C=C/C(=O)NC2=C(O)CCC2=O)C2OC2C1=O (configuration not stated),-12%
COC(=O)N1CCC2(CCCN(C(=O)Nc3cccc(F)c3)C2)CC1,-2%
Cc1ncc2c(c1CNC(=O)CN1CCCCC1)CCN(C(=O)c1ccc(F)cc1Cl)C2,-6%
N#Cc1ccc(CN2CCCC3(CCNCC3)C2)cc1,-2%
O=C(NCCc1nnc2n1CCN(Cc1cc3ccccc3o1)CC2)c1ccoc1,-5%
COc1ccc2c(=O)c(OC)c(-c3ccccc3)oc2c1,4%
COc1ccc(C(=O)NCC2Cc3cc(F)cc(-c4cncnc4)c3O2)cc1 (configuration not stated),1%
Cc1ccccc1-c1cncnc1N1CCNCC1,-1%
CCCCNC(=O)c1sc2ncnc(NCC3CCCO3)c2c1C (configuration not stated),-4%

# New compounds follow:
SMILES,Glioma ERSR ind
COc1ccc(/C=C/C(=O)c2c(OC)cc(O)cc2OC)cc1,-3%
O=C(O)C(S)[C@@H](S)C(=O)O (some centres not stated),-4%
CC(N)=NCc1cccc(CN)c1,-1%&-5%&-3%
NCCn1oc(=O)[nH]c1=O,-6%
COCC(=O)N1CCC2(CCN(Cc3ccc(C#N)cc3)CC2)CC1,0%
COc1ccccc1-c1ccnc(-n2ncc(C(=O)NCc3cccc(C)n3)c2C)n1,-1%
O=C1NC(=O)c2cc(Nc3ccc(F)cc3)c(Nc3ccc(F)cc3)cc21,-9%&-6%
CN1CCN(c2ccnc(-c3ccc(N(C)C)cc3)n2)CC1,1%
Cc1oc(-c2ccccc2NC(=O)C2CCC2)nc1CNC(=O)c1ccc(C#CC(C)(C)O)cc1,-7%
COCCC1CCCCN1Cc1nc(N2CCCC2)c2cc(OC)c(OC)cc2n1 (configuration not stated),-1%
Cc1ccc(C(=O)Nc2cccc(-c3nc(CNC(=O)c4ccc5ccccc5n4)c(C)o3)c2)s1,-1%
CCC1CN(CCNC(=O)c2cc3ccccc3oc2=O)Cc2cc(OC)ccc2O1 (configuration not stated),-2%
CN1C2CCC1CC(NC(=O)c1nn(C)c3ccccc13)C2 (configuration not stated),-2%
CC(C)=NO[C@@H](C)c1cc(-c2c(C)cc(C)cc2C)no1,-1%
COCCn1c(=O)c(-c2ccc(F)c(F)c2)nc2cncnc21,-4%
COc1cccc(Cn2c(=O)c(-c3cc(F)cc(F)c3)nc3cnc(N(C)C)nc32)c1,-2%
COc1cccc(C(=O)NCC2Cc3c(F)ccc(-c4ncccn4)c3O2)c1OC (configuration not stated),-2%
C[S+](C)CC[C@H](N)C(=O)O,-3%
C[C@@H]1O[C@@]2(CS1)CN1CCC2CC1,-4%
COc1cc2c3cc1Oc1c(OC)c(OC)cc4c1[C@@H](Cc1ccc(O)c(c1)Oc1ccc(cc1)C[C@@H]3N(C)CC2)N(C)CC4,-3%
C/C=C\C1=C(CO)C(=O)C2O[C@]2(CC=C(C)C)C1=O (some centres not stated),-2%
COCCNc1ncnc2ccc(-c3cccc(NS(C)(=O)=O)c3)cc12,1%
CN1CCN(c2ncc3nc(-c4ccccc4)c(=O)n(C4CC4)c3n2)CC1,-1%
CS(=O)(=O)N1CCC2(CCCN(c3ccncc3)C2)CC1,-3%
CN[C@@H]1[C@H](O[C@H]2[C@@H](O[C@@H]3[C@@H](O)[C@@H](O)[C@@H](N=C(N)N)[C@@H](O)[C@@H]3N=C(N)N)O[C@@H](C)[C@]2(O)CO)O[C@H](CO)[C@@H](O)[C@@H]1O,-4%
COc1ccccc1CN1CCCC2(CCN(C(=O)c3c(C)noc3C)CC2)C1,-4%
CO[C@H]1COC(=O)[C@@H](C)COC(=O)[C@@H](OCc2ccccc2)/C=C\[C@@H]1C,-4%
CCC1C(=O)NCCN1Cc1ccc2c(c1)CN(Cc1ccc(F)c(OC)c1)CCO2 (configuration not stated),-3%
O=C(NCCN1Cc2ccccc2OC(c2ccccc2F)C1)c1cncs1 (configuration not stated),-4%
O=C1[C@@H]2[C@H]3[C@H](O)[C@H](O)C/C(=N/OCc4ccccc4)[C@H]3CC[C@H]2C(=O)N1c1ccc(F)cc1F,-3%

# Rewritten as labelled records: part of the list above
COc1cc2c3cc1Oc1c(OC)c(OC)cc4c1[C@@H](Cc1ccc(O)c(c1)Oc1ccc(cc1)C[C@@H]3N(C)CC2)N(C)CC4
  Glioma ERSR ind = -3%
C/C=C\C1=C(CO)C(=O)C2O[C@]2(CC=C(C)C)C1=O (some centres not stated)
  Glioma ERSR ind = -2%

# More entries:
SMILES,Glioma ERSR ind
O=C(c1cc(-c2ccccc2)on1)N1CCOc2ccc(CN3CCOCC3)cc2C1,-1%
O=C(O[C@@H]1Cc2c(O)cc(O)cc2OC1c1ccc(O)c(O)c1)c1cc(O)c(O)c(O)c1 (some centres not stated),-4%
COc1ccc(/C=C/NC(=O)c2ccc(OC)cc2)cc1,-2%
CCC(=O)OCC(=O)[C@@]1(OC(=O)CC)[C@@H](C)C[C@@H]2[C@H]3CCC4=CC(=O)C=C[C@]4(C)[C@@]3(F)[C@@H](O)C[C@@]21C,-4%
COCC(=O)N1CCC[C@@]2(CCN(Cc3ccc(C#N)cc3)C2)C1,-1%
C/C(CCN1CCCc2nc(C)c(C)cc21)=N\O[C@@H](C)c1cc(-c2c(C)cc(C)cc2C)no1,-4%
CCOC(OCC)OCC,3%
